mHTT-CaM PPI inh: disrupts binding of mutant huntingtin to calmodulin; P42858; AlphaScreen His-mHTT/GST-CaM binding, luminescence; inhibition, % at 15 µM; 190,000 tested, 3.6% active;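 further: 0% = both proteins with DMSO and 100% = one protein alone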
Pf apPOL block: Pf-apPOL DNA polymerase inhibition; Recombinant Pf-apPOL, molecular beacon fluorescence, 1.5 h; inhibition, % at 10 µM; 210,000 tested, 0.25% active
Numbers without * were called inactive; . = no result given; & = joins results of further samples. No stated cut-off is given here; in the data, active means inhibition above about 50%; inactive means the rest. These rows are one share of the data, so the mix of outcomes need not match the whole.

Order of values: mHTT-CaM PPI inh, Pf apPOL block
[1] CC1CCCC(NC(=O)c2cn(C3CCCC3)c(=O)c3c2c2ccccc2n3C)C1C (configuration not stated)
    1.0, -1.5
[2] COc1ccc(C(=O)Nc2c3c(nn2-c2ccc(F)cc2)CS(=O)C3)cc1 (configuration not stated)
    1.0, -5.2
[3] COc1ccc(CNC(=O)COc2cc(C)ccc2C)cc1
    -11.7, -5.0
[4] O=C1OCC2=C1C(c1ccc3c(c1)OCO3)Sc1ccccc1N2 (configuration not stated)
    10.0, -5.6
[5] COc1ccccc1N(CC(=O)N1CCCCC1)S(C)(=O)=O
    -4.8, -14.9
[6] O=C(Nc1cccnc1)c1cc2n(n1)C(C(F)(F)F)CC(c1ccco1)N2 (configuration not stated)
    -8.0, -1.6
[7] O=[N+]([O-])c1ccc(S(=O)(=O)N2CCN(Cc3ccccc3C(F)(F)F)CC2)cc1
    0.0, -4.2
[8] O=C(c1ccsc1)N1CCCCC1c1nncn1-c1ccccc1 (configuration not stated)
    0.2, 3.2
[9] c1ccc(CN2CCc3nc(Nc4ccc5c(c4)OCCO5)ncc3C2)cc1
    31.8, -3.7
[10] CCCCN(C)C(=O)c1sc2nc(C)nc(N3CCOCC3)c2c1C
    0.0, -1.1
[11] CC(C)c1ccc2oc(-c3ccc(N)cc3)nc2c1
    23.0&19.3, -4.6&-10.1
[12] O=C(O)c1ccccc1S(=O)(=O)c1ccc([N+](=O)[O-])cc1
    0.4, 3.4
[13] O=C(Nc1cc(C(F)(F)F)ccc1Cl)c1cc2ccccc2oc1=O
    ., -1.0
[14] Cc1ccc(OC(=O)OCC(C)C)cc1
    -3.2, -0.3
[15] N#Cc1cccc(NC(=O)CCC(=O)O)c1
    -6.8, 8.3
[16] CN(C)c1ccc(C=C2CCCC(=Cc3ccc(N(C)C)cc3Cl)C2=O)c(Cl)c1
    ., -1.8
[17] O=C1CC2C3C=C(Br)C4C3CC2C14 (configuration not stated)
    ., 1.4
[18] Cc1cccc(OCCOCCN2CCCC2)c1C
    2.5, -2.8
[19] CC(=O)Nc1ccc(C(=O)NCc2cccc(Cl)c2)c(N2CCOCC2)c1
    8.8, -1.9
[20] CCOc1cc(C(=O)Nc2cccc(NC(=O)c3cccs3)c2)cc(OCC)c1OCC
    7.7, -6.2
[21] CS(=O)(=O)c1ccc2nc(NS(=O)(=O)c3ccccc3)sc2c1
    -5.8, .
[22] CCOc1ccc(C2CC(=O)Nc3c2c(C)nn3-c2nc3ccccc3s2)cc1 (configuration not stated)
    42.3, -4.2
[23] COc1ccc(C(=O)Nc2ccc(F)c(Cl)c2)cc1Cl
    -6.2, -3.6
[24] COCCNC(=O)c1c[nH]c2ccc(S(=O)(=O)N3CCc4ccccc43)cc2c1=O
    42.0, -7.9
[25] O=C(NCCCn1nc(-c2cccs2)ccc1=O)c1ccc(C(F)(F)F)cc1
    -15.1, -8.8
[26] COc1ccc(C(=O)N2CCCC(COc3ccc(C(=O)N4CCCCC4)cc3)C2)cc1 (configuration not stated)
    6.7, 0.9
[27] Cc1ccc(C(=O)n2nc(C)c(Sc3nccn3C)c2C)cc1
    ., -3.7
[28] Cn1cc(-c2ccncc2)cc1C(=O)N1CCN(c2ccccc2)CC1
    20.0, 2.0
[29] CCc1nc(C)ccc1OCC(=O)O
    -1.9, -2.4
[30] COc1ccc(-n2nc(C(=O)NCC(=O)Nc3ccc(C)c(F)c3)c3ccccc3c2=O)cc1
    4.0, 4.1
[31] O=C(Nc1ncnc2c1CCC2)c1ccc(S(=O)(=O)N2CCCc3ccccc32)cc1
    17.0, 3.5
[32] CCOC(=O)c1oc2cc(OS(C)(=O)=O)ccc2c(=O)c1-c1ccc(OC)c(OC)c1
    0.4, -4.3
[33] Cc1ccc(NC(=O)CCc2ccccc2)cc1
    -20.9, -6.7
[34] COc1ccc(OC)c(Nc2nc(CC(=O)NCCc3c[nH]c4ccccc34)cs2)c1
    53.4*, -3.6
[35] COc1ccc(C2=CCCC2)cc1
    10.3, -0.2
[36] Cc1cccc(C(=O)N2CCC(COc3ccccc3C(=O)N3CCCC3)CC2)c1
    6.8, -2.3
[37] CC1=C(C(=O)Nc2ccccc2)C(c2ccc3c(c2)OCO3)n2nnnc2N1 (configuration not stated)
    10.0, -4.0
[38] O=C1C(=Cc2cccnc2)Oc2c1ccc1c2CN(CCc2ccccc2)CO1
    -5.6, -9.3
[39] Cc1cn(-c2ccc(SCC(=O)NCc3ccc4c(c3)OCO4)nn2)cn1
    -9.2, -1.0
[40] FC(F)(F)c1cc(C(F)(F)F)n2ncc(-c3nc(-c4ccc(Cl)cc4)cs3)c2n1
    ., 3.0
[41] CCc1nc2c(c(=O)n1CC(=O)NCc1ccc(OC)cc1)CN(Cc1ccccc1)CC2
    -8.3, -2.7
[42] Cc1ccc(S(=O)(=O)Nc2nc(C)c(C)s2)cc1
    -0.3, -0.4
[43] CSc1sc(C(=O)NC(=S)Nc2ccccc2Cl)cc1S(=O)(=O)C(C)C
    ., 0.5
[44] CCc1ccc(N(CC(=O)NCc2ccncc2)S(=O)(=O)c2ccccc2)cc1
    3.1, -2.8
[45] O=c1cc(CSc2ccccn2)c2ccc(O)cc2o1
    ., 1.4
[46] CCCC1c2cccn2CCN1C(=O)Nc1cccc(SC)c1 (configuration not stated)
    34.6, -4.8
[47] Cc1nc(Cl)c(C(=O)NC(=O)NCc2ccc(Cl)cc2)c(C)c1[N+](=O)[O-]
    -6.0, -7.1
[48] CC(C)N1CCN(C(=O)C2CCc3sc(C(=O)N4CCOCC4)cc3C2)CC1 (configuration not stated)
    1.3, -0.4
[49] O=C1C2C3C=CC(CC3)C2C(=O)N1c1ccccc1Br (configuration not stated)
    -6.0, -2.6
[50] O=C1Nc2ccc(Br)cc2C12NN=C(c1ccccc1)S2 (configuration not stated)
    100.0*, 0.2
[51] Cc1ccc(CC2CC(=O)N(c3ccccc3I)C2=O)cc1 (configuration not stated)
    -12.3, 4.5
[52] Cn1c(S(C)(=O)=O)nc2ccccc21
    -6.8, -4.7
[53] COc1cccc(OC)c1C(=O)NCC1COC2(CCCC2)O1 (configuration not stated)
    4.9, -0.3
[54] O=C(c1ccc2c(c1)OCO2)N1CCC(c2ccncc2)CC1
    -1.8, 1.6
[55] CC(=O)c1cccc(NS(=O)(=O)c2ccc(N3C(=O)CCC3=O)c(C)c2)c1
    -1.0, 4.0
[56] O=S1(=O)C[C@@H](N2CCN(c3ccccc3)CC2)[C@H](COCc2ccccc2)N1
    2.9, -4.3
[57] COc1cc(CNCc2ccccn2)cc(OC)c1OC
    16.0, -0.4
[58] CCCc1cc(=O)oc2cc(OCC(=O)NN)ccc12
    ., 0.3&3.1
[59] CCCOc1ccc(CN2CCCC2c2cc(CC)no2)cc1OC (configuration not stated)
    -0.4, -1.9
[60] COc1ccc(NC(=O)CCCn2nc([N+](=O)[O-])c(Br)c2C)cc1
    1.0, -0.9

New compounds follow.
Order of values: mHTT-CaM PPI inh, Pf apPOL block
[61] CCOC(=O)c1cnc2nc(C)ccc2c1Nc1cccc(Br)c1
    28.9, -13.0
[62] COc1cccc(C(=O)N2CCN(c3cc(-c4cccc(C)c4)ncn3)CC2)c1
    15.9, 0.3
[63] O=[N+]([O-])c1cccc(S(=O)(=O)Nc2ccccc2O)c1
    -1.2, -2.0
[64] COc1cc2c(cc1OC)C(C(=O)N1CC(C)CC(C)C1)C(c1ccccc1F)N(C)C2=O (configuration not stated)
    -5.0, -7.1
[65] COc1ccccc1CC(=O)Nc1ccc2c(c1)OCCO2
    0.7, -10.0
[66] COc1ccc(C(=O)CSc2nc(C)cc(C)n2)cc1C
    -2.9, -2.8
[67] Cc1sc(NC(=O)CS(=O)(=O)Cc2ccccc2)c(C#N)c1C
    -8.4, -0.9
[68] CCN1C(=O)Cc2ccccc2C1C(=O)N1CCOCC1 (configuration not stated)
    -14.0, -0.1
[69] CN(C)n1cccc1C=C(C#N)S(C)(=O)=O
    ., -4.7
[70] COc1ccc(OCC(=O)Nc2ccc(OCC(N)=O)cc2)cc1
    -0.5, -9.9
[71] COc1ccc(C2(C(=O)N3CCN(c4nc(CN5CCOCC5)cs4)CC3)CC2)cc1
    17.7, -1.9
[72] COc1cc(-c2ccc(/C=C(\C#N)c3nc4ccc(C)cc4[nH]3)o2)c(OC)cc1Cl
    35.0, -20.5
[73] COc1ccc(-c2nc(CNS(=O)(=O)c3ccc4ccccc4c3)cs2)cc1
    -16.8, -2.6
[74] COc1ccccc1C(=O)NCCn1cc(SCc2ccccc2F)c2ccccc21
    21.0, -2.3
[75] COc1cccc(CNc2ccc3c(c2)ncn3C)c1
    6.0, -3.8
[76] O=S(=O)(NCCc1c[nH]c2ccccc12)c1ccc(Cl)c(Cl)c1
    ., -4.2
[77] COc1ccc(C)cc1N1CCN(C(=O)c2ccc(C)cc2)C(C)C1=O (configuration not stated)
    0.1, -0.8
[78] CCN1CCN(CC(=O)Nc2ccc(OC(F)(F)F)cc2)C(=O)C1=O
    -11.4, 0.9
[79] CCCCNS(=O)(=O)c1ccc(F)cc1Br
    -9.8, 0.5
[80] O=C(NCCCn1ccnc1)c1sc2cc([N+](=O)[O-])ccc2c1Cl
    23.7, -0.8
[81] CCn1c(SC)nnc1-c1nn(C)c2c1CN(C(=O)c1cccc(OC)c1OC)CC2
    2.6, -2.5
[82] CCCN1COc2ccc3c(=O)c(-c4ccc(OC)cc4)coc3c2C1
    3.5, -9.3
[83] Cc1ccc(Cl)cc1N=Cc1nc(-c2ccc(Cl)cc2)oc1O
    2.0, -10.0
[84] COc1cc(SC)ccc1C(=O)NCc1ccco1
    2.0, 5.4
[85] COc1ccc(CNc2ccc3c(c2)CCC3)cc1
    68.1*, 3.8
[86] O=c1c2c(nc3cc(-c4ccccc4)[nH]n13)CN(S(=O)(=O)c1cc(F)cc(F)c1)CC2
    15.4, -6.6
[87] O=C(Nc1nc2c(s1)CN(CC(=O)N1CCCc3ccccc31)CC2)c1cnccn1
    63.2*, 13.5
[88] O=C(CCc1nnc(NC(=O)c2ccc(Cl)c(Cl)c2)s1)c1ccccc1
    1.0, 0.5
[89] Cc1ccc(Oc2nccnc2N2CCCC(C(=O)Nc3cccc(F)c3)C2)cc1 (configuration not stated)
    -6.2, -3.2
[90] O=C1OC(c2cccc(Br)c2)=N/C1=C\c1coc2ccc(Cl)cc2c1=O
    0.0, -2.8
[91] COCC(=O)N1CCC(COc2ccccc2C(=O)NC(C)C)CC1
    4.4, 1.1
[92] O=C(/C=C/Nc1cccc([N+](=O)[O-])c1)c1ccco1
    36.8, 0.8
[93] Cc1ccccc1NC(=O)C1C(C=C(Cl)Cl)C1(C)C (configuration not stated)
    -25.0, -4.0
[94] CCN(CC)S(=O)(=O)c1cc(C(=O)Nc2ccccn2)ccc1Br
    -1.0, -7.0
[95] COc1cccc(NC(=O)CN2C(=O)C(c3ccc(F)cc3)=NC2(C)C)c1
    -9.6, -4.1
[96] COc1cc(/C=C/c2nc3ccccc3c(=O)n2-c2cccc([N+](=O)[O-])c2)ccc1O
    4.8, -5.9
[97] CCc1ccccc1NC(=O)c1cc2c(CO)cnc(C)c2oc1=Nc1cc(OC)ccc1OC
    6.0, -3.2
[98] CCOC(=O)c1ccc(Nc2ncnc3c2nc2n3CCCCC2)cc1
    3.0, -4.3
[99] O=C1OC(c2ccccc2F)=N/C1=C/c1ccc2c(c1)OCO2
    3.0, 2.1
[100] COc1ccc(C)cc1NC(=O)C(C)n1ncccc1=O (configuration not stated)
    -6.8, -2.2

Record cards, from the list above. Values in the order: mHTT-CaM PPI inh	Pf apPOL block
`Cn1c(S(C)(=O)=O)nc2ccccc21` is listed with -6.8	-4.7
`Cc1ccc(C(=O)n2nc(C)c(Sc3nccn3C)c2C)cc1` is listed with .	-3.7
`CSc1sc(C(=O)NC(=S)Nc2ccccc2Cl)cc1S(=O)(=O)C(C)C` is listed with .	0.5

Continued.
Order of values: mHTT-CaM PPI inh, Pf apPOL block
[101] COc1ccccc1OCCNc1cc(Cl)ccc1[N+](=O)[O-]
    13.0, -5.2
[102] NC(=S)NNC(=S)Nc1ccc(F)cc1
    -3.5, .
[103] COc1cc2c(C(=O)NCCCN3CCCCCC3)cn(C)c(=O)c2cc1OC
    6.0, -2.4
[104] CCC1C(C#N)=C(N)OC2=C1C(=O)OC1C=CC=CC21 (configuration not stated)
    -3.3, .
[105] CC(C)(C)c1ccc(C(=O)NN=Cc2cc(Cl)cc(Cl)c2O)cc1
    ., -60.2
[106] Cc1ccc(C(=O)N2CCC(n3c(-c4ccoc4)nc4cccnc43)C2)cc1 (configuration not stated)
    3.5, 0.1
[107] CCn1c(C2CCN(C(=O)c3ccccc3C)C2)nc2cccnc21 (configuration not stated)
    4.1, -1.0
[108] COc1ccc(C2SCCN2S(=O)(=O)c2ccc(Cl)c(Cl)c2)cc1OC (configuration not stated)
    2.0, -0.9
[109] CCC(=O)c1ccc(Oc2ncnc3sc(C)c(C)c23)cc1
    -4.1, -1.0
[110] O=S(=O)(NCCc1ccccc1)c1ccccc1Br
    -8.8, -2.1
[111] Cc1cc(C)c(C)c(OCC(=O)Nc2cccc(C)n2)c1
    0.1, -3.3
[112] Cc1c(Cl)cccc1N1C(=O)Nc2cc(Cl)c(Cl)cc2N1O
    2.0, -0.9
[113] COc1ccc2[nH]cc(CCN3CC(C(=O)Nc4cc(C)cc(C)c4)CC3=O)c2c1 (configuration not stated)
    38.3, 0.6
[114] CCN(c1ccccc1)S(=O)(=O)c1ccc(F)c(C(=O)Nc2ccccc2OC)c1
    -16.0, -7.4
[115] CC1(C(=O)NCc2cccc(Cl)c2)Oc2cccnc2NC1=O (configuration not stated)
    -6.0, 0.3
[116] CCOc1ccc(C2=CC(c3ccccc3F)n3nnnc3N2)cc1Cl (configuration not stated)
    -3.0, 3.0
[117] COc1ccc(C2C3=C(CCCC3=O)Nc3nc(SCc4ccccc4F)nn32)cc1OC (configuration not stated)
    -3.0, 0.9
[118] COc1cc(OC)c(OC)cc1CN1CCC(N2CCCCC2)CC1
    -3.9, -0.1

Source: PubChem
